# Tau fluor cs – counter-screen for tau fibril formation inhibitors; tau K18 P301L (four-repeat tau fragment) Alexa594 fluorescence, heparin fibrillization; Potency, µM (titrated, usually from 57.7 µM), inactives show top-dose activity change, negative = decrease; 280,000 compounds, 0.93% hits; also: % is scaled to controls: 0 for no effect and ±100 for the full control effect; nearly all actives have a fitted effect of over 55% in size
#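 Human K18 P301L tau (15 uM unlabeled plus 0.24 uM Alexa 594-labeled, final) in 100 mM sodium acetate pH 7 was mixed with compound and 20 uM heparin and incubated 6 hr at 37 C.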
# GAA inh – blocks human lysosomal alpha-glucosidase | P10253 | purified human GAA, 4-MU-alpha-glucoside fluorescence | Potency, µM (series often up to 76.9 µM), inactives show at the top dose activity change, negative = inhibition, actives largely listed as inhibitors | 200,000 compounds, 0.005% hits | AID 1466;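 also: plate controls were uninhibited enzyme wells for no effect and no-enzyme background for full effect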
#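 Endpoint fluorogenic read: 20 min room-temperature reaction of 4 nM human alpha-glucosidase with 400 uM 4-methylumbelliferyl-alpha-D-pyranoside, pH 5.0, quenched with 1M NaOH/1M glycine pH 10. AC50 from Hill modeling.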
# ALDH1A1 block – ALDH1A1 (human) enzyme inhibition; AID 1030; Potency, µM (titrated, usually from 75.3 µM), for the others: at the highest dose activity, negative = inhibition, hits mostly inhibitors; 220,000 compounds, 7.3% hits; Purified ALDH1A1, NADH fluorescence, propionaldehyde substrate; P00352; active = well fitted inhibition curve with a large enough effect, not every such curve was filed as active; inconclusive = small, poorly fitted or top-dose-only effect, or another doubt; inactive = no such curve, though single readings can be large or run the other way;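 also: plate controls were no enzyme wells and a reference inhibitor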
# Epigenetic reg – derepresses silenced GFP reporter in murine cells. murine LDR cells, GFP reporter derepression, 30 h. Potency, µM (highest dose often 53.9 µM), without a hit: at the highest dose GFP activation, most hits filed as activators. 280,000 compounds, 0.2% hits. AID 1865; also: % of control where 0% means no effect; nearly all actives have a fitted effect of over 60% in size
#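 GFP-positive cell count by laser-scanning cytometry (objects 20–120 um) after 30 h, 37 C compound exposure of murine LDR cells; reporter is CMV-GFP integrated at a silenced locus, inducible by HDAC or DNMT inhibitors.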
# GAA glycogen – GAA glycogen-cleavage inhibition or activation; P10253; recombinant GAA, glycogen substrate, Amplex Red glucose oxidase fluorescence; Potency, µM (highest dose often 76.4 µM), without a hit: at the highest dose activity change, negative = inhibition, actives largely listed as inhibitors; 300,000 compounds, 0.38% hits; AID 2100;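 also: 0% = full enzyme reaction and -100% = no-enzyme basal signal; the screen sought inhibitors and activators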
#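 Recombinant enzyme (4 nM final) with compounds titrated up to 77 uM and bovine liver glycogen (30 ug) in citrate pH 5.0, 0.01% Tween-20, 37 C 40 min. Released glucose detected by Amplex Red/glucose oxidase (Ex 573/Em 610); AC50 from Hill fits.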
# GLA spleen mod – inhibitors or activators of human alpha-galactosidase in spleen homogenate | human spleen homogenate, 4MU-alpha-Gal fluorescence, 40 min | Potency, µM (series often up to 80 µM), for the others: at the top dose activity change, negative = inhibition, hits mostly inhibitors | 240,000 compounds, 0.008% hits | AID 2107;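 also: 0% = enzyme with vehicle and -100% = no enzyme basal signal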
# Target sequence (P06280 32-429 limits assumed): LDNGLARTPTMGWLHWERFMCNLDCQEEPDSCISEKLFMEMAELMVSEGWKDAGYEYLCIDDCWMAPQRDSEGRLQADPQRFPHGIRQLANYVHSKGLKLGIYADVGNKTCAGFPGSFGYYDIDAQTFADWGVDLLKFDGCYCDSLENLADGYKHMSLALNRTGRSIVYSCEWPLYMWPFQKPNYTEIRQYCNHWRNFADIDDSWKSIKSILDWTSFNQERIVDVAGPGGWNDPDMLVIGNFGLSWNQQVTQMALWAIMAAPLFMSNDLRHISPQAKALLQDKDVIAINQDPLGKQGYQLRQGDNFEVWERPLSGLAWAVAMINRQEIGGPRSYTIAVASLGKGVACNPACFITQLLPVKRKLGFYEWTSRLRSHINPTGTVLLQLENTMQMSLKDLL
#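 Inhibition or activation of alpha-galactosidase in human spleen homogenate is scored by 4-MU fluorescence after 40 min at 37C, pH 5.0, with 1 mM substrate. AC50s come from concentration-response fitted to the Hill equation.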
# NPSR antag – blocks cAMP signaling of the human neuropeptide S receptor; 220,000 compounds, 1% hits; CHO-NPSR cells, cAMP TR-FRET, antagonist mode; Q6W5P4; Potency, µM (top dose mostly 38.3 µM), without a hit: at the top dose activity change, negative = inhibition, usual class: inhibitors; also: % is scaled to controls: 0 for no effect and ±100 for the full control effect; nearly all actives have a fitted effect of over 50% in size; many of its hits are not listed in these tables
# Target sequence (Q6W5P4 whole entry, looked up): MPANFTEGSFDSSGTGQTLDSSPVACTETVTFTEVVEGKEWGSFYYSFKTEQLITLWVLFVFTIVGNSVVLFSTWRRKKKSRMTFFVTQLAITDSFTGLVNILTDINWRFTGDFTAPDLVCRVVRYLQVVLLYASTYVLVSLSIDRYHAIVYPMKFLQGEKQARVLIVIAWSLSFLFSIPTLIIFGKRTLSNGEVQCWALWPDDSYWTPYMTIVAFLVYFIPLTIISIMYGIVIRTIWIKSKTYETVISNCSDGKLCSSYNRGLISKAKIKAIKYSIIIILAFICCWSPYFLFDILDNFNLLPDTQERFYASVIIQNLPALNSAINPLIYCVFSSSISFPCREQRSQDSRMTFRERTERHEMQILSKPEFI
# aGlu spleen mod – inhibits or activates alpha-glucosidase in human spleen homogenate | AID 2112 | Potency, µM (series often up to 79.9 µM), for inactives: top-dose activity change, negative = inhibition, actives largely listed as inhibitors | 240,000 compounds, 0.006% hits | P10253 | human spleen homogenate, 4-MU-alpha-glucoside fluorescence;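 also: 0% = enzyme with vehicle and -100% = no enzyme basal signal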
#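 Enzyme source: human spleen homogenate, 1 ug/well. Buffer 50 mM citric acid/K phosphate pH 5.0, 0.01% Tween-20. 4-MU-alpha-glucoside 1 mM; 37 C x 40 min; NaOH/glycine stop; fluorescence.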
# Numbers without * were called inactive; ? = inconclusive; · = not tested or not shown; & = joins results of further samples; [ ] = remark or other dose. Unless noted, calls follow the shape of the dose curve; as a rule, active = well fitted curve in the direction sought with a large enough effect; inconclusive = small, poorly fitted or top-dose-only effect, or another doubt; inactive = no such curve, though single readings can be large; an effect the other way counts as inactive or inconclusive. Potency is read from the fitted curve at half-maximal effect. These rows are one share of the data; rates above refer to the full screens.
SMILES,Tau fluor cs,GAA inh,ALDH1A1 block,Epigenetic reg,GAA glycogen,GLA spleen mod,NPSR antag,aGlu spleen mod
Cc1nn2c(=O)cc(COC(=O)c3ccc(S(=O)(=O)N4CCCCC4)cc3)nc2s1,-5%,9%,-2%,-0.3%,9%,9%,-10%[46.1 µM],5%
Cc1ccc(C)c2c1cc(C)c1nnc(SCc3ccccn3)n12,-5%,-1%,2%,0.4%,6%,-7%,-5%[46.1 µM],-10%
CCOC(=O)CC1=CC(C)(CC(=O)OCC)C(C#N)(C#N)C(N)=C1C#N (configuration not stated),-26%,?,?,0.0%,2%,-5%,-16%[46.1 µM],-10%
C=C(C)COc1ccc(-c2nc(N)ncc2-c2ccc(OC)cc2)c(O)c1,?,-14%,?,?,-6%,6%,?,-13%
COCc1nc2ccccc2n1CCCOc1ccccc1,-1%,-2%,-5%,-1.1%,-5%,0%,-11%[46.1 µM],-5%
C=CCC(C#Cc1ccc(C)cc1)N(CC)CC (configuration not stated),-4%,-5%,7%,0.5%,8%,-9%,2%[46.1 µM],-5%
Cc1cc(C(=O)N[C@H](c2ccccc2)[C@@]2(C)C[C@@H]2[C@@H](C)C(=O)Nc2ccc3ccccc3c2)no1,-26%&-25%,-1%,13µM*,-0.5%&5.2%,-7%,-7%&2%,-25%,-2%&-1%
Cn1ccnc1SCC(=O)N1CCN(S(=O)(=O)c2ccccc2)CC1,5%,4%,2%,-1.6%,-4%,-9%,9%,-4%
COC(=O)c1c(N2C(=O)Nc3ccccc3N2O)sc(C)c1C,3%,3%,17%,-0.1%,-2%,-8%,-25%,-3%
CCOC(=O)C(CCc1ccccc1)NC1CCc2ccccc2N(CC(=O)O)C1=O (configuration not stated),-25%,·,-3%,4.8%,·,2%&10%,·,1%&-10%
Cc1nc(-c2ccc(S(=O)(=O)Nc3ccc(Br)cc3Cl)s2)cs1,6%[0.0958 µM],·,·,5.6%,-2%,-23%,-40%,-4%
O=C(NCCCn1ccnc1)c1cc(S(=O)(=O)N2CCOCC2)c(Cl)cc1Cl,-4%,-1%,?,2.8%,3%,4%,15%[7.67 µM],-1%
CCC(=O)Nc1cccc(NC(=S)NC(=O)c2ccccc2)c1,9%,9%,?,0.0%,-5%,0%,5%,8%
Cc1cc(=O)n2c3c(sc2n1)C(=O)N(Cc1ccccc1)C3=O,-3%,-2%,?,?,-6%,-1%,-28%[46.1 µM],-7%
Cc1cc(C)c([N+](=O)[O-])cc1-c1ccc(/C=N/c2c(-c3ccco3)nc3ccccn23)o1,25µM*[quencher],-7%,?,-0.9%,1%,0%,-10%[46.1 µM],-9%
COc1ccc(CCNC(=O)Nc2ccc([N+](=O)[O-])cc2)cc1OC,-23%,5%,-12%,1.1%,6%,2%,-21%,6%
CCNC(=O)CSc1nnc(C2CC2)n1-c1ccccc1,0%,-6%,5%,-1.4%,-18%,15%,-5%[46.1 µM],10%
CC1SC(=NC(=O)C(C)N2C(=O)c3ccccc3C2=O)NC1=O (configuration not stated),-7%,7%,?,0.0%,-7%,-11%,3%[46.1 µM],-5%
Cc1ccc(-n2cc(CNCCN3CCOC3=O)c(-c3cccc(C)c3)n2)cc1,-16%,?,7.1µM*,-1.1%,2%,-2%,-11%,-3%
COc1ccc(C2c3c(ncn(CCCN4CCOCC4)c3=N)Oc3ccc4ccccc4c32)cc1OC (configuration not stated),-10%,·,·,7.3%,4%,-13%,10µM*,4%
O=C(O)CCC/C=C\C[C@@H]1CO[C@H](C(F)(F)F)O[C@@H]1c1ccccc1O,-6%,·,11%,-0.4%,·,8%,·,-7%
COc1cccc(CNC(=O)CC2C(=O)NCCN2Cc2ccoc2)c1OC (configuration not stated),-17%,-7%,?,0.1%,-4%,12%,-5%,-1%
COC(=O)C1=C(C(=O)OC)C2C(C)=CC(C)=CN2C(C(=O)OC)=C1C(=O)OC (configuration not stated),-5%,10%,?,2.2%,5%,?,10%,10%
COC(=O)/C=C1\S/C(=N/N=C/c2ccc(Cl)cc2)NC1=O,-6%,·,·,-1.2%,1%,0%,-48%,3%
CCn1c(NC(=O)c2ccccc2)nc2ccccc21,-13%,·,·,0.8%,1%,2%,?,-14%
# Next entries
SMILES,Tau fluor cs,GAA inh,ALDH1A1 block,Epigenetic reg,GAA glycogen,GLA spleen mod,NPSR antag,aGlu spleen mod
Cc1ccc(/C=C(\NC(=O)c2ccc(C)cc2)C(=O)NCCCn2ccnc2)cc1,4%,3%,7%,-1.6%,5%,-2%,-3%,5%
O=C(CCC(=O)N1CCN(c2ccc(O)cc2)CC1)c1cccs1,-8%,·,·,0.2%,11µM*,4%,3%,0%
CCC/C(C)=C/c1ccc(CC)cn1,-15%,-23%,-10%,2.4%,-1%,4%,-14%,-3%
Cc1ccc(-c2[nH]nc3c2C(C)C(C#N)=C(N)O3)cc1 (configuration not stated),-17%,-3%,13%,1.1%,?,-2%,3%,1%
O=C(O)COc1ccc(-c2nnn(Cc3ccccc3F)n2)cc1,12%,5%,?,0.0%,9%,-3%,-12%[46.1 µM],0%
Cc1nc(N2CCN(S(=O)(=O)c3cccc4nonc34)CC2)c2c3c(sc2n1)CCCC3,-21%,?,?,-0.9%,-10%,-2%,?,3%
O=C(CCS(=O)(=O)c1ccccc1)Nc1nc2c(s1)COc1ccccc1-2,?,3%[15.4 µM],?,?,-10%,5%,-8%[46.1 µM],4%
O=C1C(=O)N(c2ccc(O)cc2)C(c2ccccc2[N+](=O)[O-])/C1=C(\O)c1ccccc1 (configuration not stated),-10%,·,·,1.1%,-7%,-11%,9%,-13%
O=C(C/C=N/OCc1ccc(F)cc1Cl)c1cnc(-c2ccccc2)s1,-14%,?,-7%,-2.3%,-5%,-5%,-13%[46.1 µM],-12%
O=c1ccc2c(o1)/C(=C/C=C(Cl)Cl)CCC2,-15%,?,7.1µM*,-2.2%,-6%,5%,8%[46.1 µM],-6%
N#Cc1ccc(N=c2ssnc2Cl)cc1,-17%,-4%,1.6µM*,7.0%,-13%,5%,?,-7%
COc1ccccc1-c1nnc(SCC(=O)N2CC(C)CC(C)C2)o1 (configuration not stated),1%,?,?,-1.1%,6%,?,-17%[46.1 µM],-23%
CN(C)c1ccc(C(=O)c2ccc(N(C)C)c(N)c2)cc1N,-29%,-6%,-15%,6.7%,?,0%,7%[7.67 µM],2%
CCN(CC)S(=O)(=O)c1ccc(N2CCOCC2)c(NC(=O)c2ccc(NC(C)=O)cc2)c1,-17%,·,·,-1.5%,3%,2%,-3%,-1%
O=C(N/N=C/c1cnc(N2CCOCC2)s1)c1ccccc1,-11%,?,-14%,-1.3%,-7%,0%,-14%,-2%
CCOc1ccc(CCNC(=O)c2[nH]c(C)c(C(C)=O)c2CC)cc1OCC,-15%,3%,-7%,-0.8%,-4%,-5%,6%,-16%
Cc1ccccc1NC(=O)Cn1c(=O)n(CC2CCCO2)c(=O)c2ccccc21 (configuration not stated),-3%,4%,?,5.9%,6%,4%,3%,-2%

# A different layout for some results above:
SMILES	Tau fluor cs	GAA inh	ALDH1A1 block	Epigenetic reg	GAA glycogen	GLA spleen mod	NPSR antag	aGlu spleen mod
O=C(CCS(=O)(=O)c1ccccc1)Nc1nc2c(s1)COc1ccccc1-2	?	3%[15.4 µM]	?	?	-10%	5%	-8%[46.1 µM]	4%
O=C1C(=O)N(c2ccc(O)cc2)C(c2ccccc2[N+](=O)[O-])/C1=C(\O)c1ccccc1 (configuration not stated)	-10%	·	·	1.1%	-7%	-11%	9%	-13%
O=C(C/C=N/OCc1ccc(F)cc1Cl)c1cnc(-c2ccccc2)s1	-14%	?	-7%	-2.3%	-5%	-5%	-13%[46.1 µM]	-12%
O=c1ccc2c(o1)/C(=C/C=C(Cl)Cl)CCC2	-15%	?	7.1µM*	-2.2%	-6%	5%	8%[46.1 µM]	-6%
N#Cc1ccc(N=c2ssnc2Cl)cc1	-17%	-4%	1.6µM*	7.0%	-13%	5%	?	-7%
COc1ccccc1-c1nnc(SCC(=O)N2CC(C)CC(C)C2)o1 (configuration not stated)	1%	?	?	-1.1%	6%	?	-17%[46.1 µM]	-23%
CN(C)c1ccc(C(=O)c2ccc(N(C)C)c(N)c2)cc1N	-29%	-6%	-15%	6.7%	?	0%	7%[7.67 µM]	2%
CCN(CC)S(=O)(=O)c1ccc(N2CCOCC2)c(NC(=O)c2ccc(NC(C)=O)cc2)c1	-17%	·	·	-1.5%	3%	2%	-3%	-1%
O=C(N/N=C/c1cnc(N2CCOCC2)s1)c1ccccc1	-11%	?	-14%	-1.3%	-7%	0%	-14%	-2%
CCOc1ccc(CCNC(=O)c2[nH]c(C)c(C(C)=O)c2CC)cc1OCC	-15%	3%	-7%	-0.8%	-4%	-5%	6%	-16%
Cc1ccccc1NC(=O)Cn1c(=O)n(CC2CCCO2)c(=O)c2ccccc21 (configuration not stated)	-3%	4%	?	5.9%	6%	4%	3%	-2%
